Bioassay records: PubChem, Broad Institute
C2C12 statin: suppressors of simvastatin-induced myotoxicity in C2C12 myotubes; ATP luminescence, 48 h; scaled: DMSO 0, geranylgeraniol control 100; rescue of ATP level, % at 7.49 µM; hit rate 0.78% among 330,000;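 active means mean ATP rescue above about 67%, or every replicate alone reaching that limit, limit read from the data, passing the limit was not always enough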;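 further: myotubes were challenged with 10 µM simvastatin during compound exposure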
Cneo AK release: causes C. neoformans cell lysis. adenylate kinase release luminescence, 4 h; normalised: neutral wells 0, clomiphene wells 100. lysis activity, % at 15 µM. hit rate 0.2% among 360,000;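 active means mean lysis activity across replicates of at least 80%, whatever share of replicates individually reach that level; inactive means mean lysis activity below 80%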
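Assay system: log-phase C. neoformans yeast / Quantity: yeast cell density of 5 × 10^6 cells/mL / Medium: fresh YPD growth medium / Compound: single dose / Timing: static 4 h at 37 °C with compound, 1 h detection / Measured by: adenylate kinase release luminescence / Read-out: lysis from increased AK signal / Benchmarks: Clomiphene as positive lysis control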
PglD inh: inhibitors of Campylobacter jejuni PglD acetyltransferase. purified PglD enzyme, DTNB colorimetric CoA detection. inhibition, % at 12.5 µM. hit rate 0.098% among 360,000; in the data active means inhibition above about 16%, passing the limit was not always enough; further: strong numbers were not always called active
ARNT TACC3 PPI: ARNT/TACC3 interaction disruption | AlphaScreen His-ARNT PAS-B/GST-TACC3 binding, luminescence; TACC3 fragment carries E629A point mutation | inhibition, % at 9.99 µM | hit rate 0.66% among 390,000 | AID 623870;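 active means mean inhibition of replicates at least 50% and at least half of replicates each reaching 50%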;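 further: 0% = complete ARNT plus TACC3 wells and 100% = ARNT alone without TACC3; many hits fall short of the cut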
PAX8 reporter: lowers PAX8-driven luciferase in RMG-I cells; RMG-I TPO-luciferase reporter, SteadyGlo, 24 h; inhibition, % at 12.6 µM; hit rate 1.2% among 360,000;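 active means mean replicate inhibition at least 60% with every replicate also reaching 60%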;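 further: luciferase light reporting Pax8 driven TPO promoter activity; plate controls were median of neutral control wells for no effect and mitoxantrone controls for full effect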
INS-1E GSIS act: primary screen for activators of insulin secretion dependent on glucose, INS-1E cells, GLuc reporter luminescence. hit rate 0.61% among 370,000. activation, % at 16.6 µM. AID 743287. INS-1E GLuc reporter insulin secretion, 2-3 h;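 active means lowest replicate activation of at least 40%, so every replicate reaches that level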;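 further: 0% = median of neutral control wells and 100% = median of IBMX positive control wells; some compounds called inactive have numbers as strong as hits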
PGC1a acetyl inh: lowers PGC1a acetylation signal in U2OS cells | AlphaScreen anti-acetyl-lysine; with virally co-expressed GCN5 acetyltransferase | inhibition, % at 15.6 µM | hit rate 0.17% among 350,000;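 active means every replicate shows inhibition of at least 40%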;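 further: 0% = neutral control wells and 100% = positive control wells; some results beyond the cut were filed as inactive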
LGR2 antag: blocks bursicon-induced cAMP signaling via Drosophila LGR2 | AID 720647 | HEK293 LGR2, CRE-luciferase, bursicon-stimulated, 4 h | hit rate 0.35% among 380,000 | inhibition, % at 9.99 µM;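 active means drop in luminescence signal, shown as inhibition above about 50% in the replicate tests, limit read from the data, passing the limit was not always enough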;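 further: agonist challenge used bursicon conditioned medium at about half maximal strength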
* hit, by the source's call; x = not tested or not shown; & = joins results of further samples.

SMILES,C2C12 statin,Cneo AK release,PglD inh,ARNT TACC3 PPI,PAX8 reporter,INS-1E GSIS act,PGC1a acetyl inh,LGR2 antag
COc1ccc(S(=O)(=O)N2CCCC(C(=O)NCCC3=CCCCC3)C2)cc1 (stereo not given),x,-1,1,-6,x,-1,-28,4
COc1ccc(NC(=O)N2CCC(c3nc(-c4cccs4)no3)CC2)cc1,8,-3,-1,-7,x,0,-6,14
COC(=O)C1(C(F)(F)F)C2C=CC(C2)N1S(=O)(=O)c1ccc(C)cc1 (stereo not given),-2,x,x,0,-7,0,x,2
Cc1ccccc1OCCCC(=O)NCc1ccco1,2,0,-6,-11,x,-5,-2,x
CCOc1ccccc1N1CCN(C(=O)C(Sc2ccccc2)c2ccccc2)CC1 (stereo not given),6,-1,2,-5,x,x,-6,x
C[C@H]1CN([C@@H](C)CO)C(=O)c2cc(-c3cccnc3)cnc2O[C@@H]1CN(C)C(=O)C1CC1,x,-1,7,-1,x,24,-6,-10
CN(CC(=O)NNC(=O)CNC(=O)c1ccccc1Cl)S(=O)(=O)c1ccc(Cl)cc1,3,3,3,0,-7,1,1,10
Cn1c(/C=N/NC(=O)c2ccccc2Br)nc2ccccc21,-20,3,1,-11,x,x,16,x
COc1ccc(/C=C/C(=O)Nc2ccccc2C(N)=O)cc1S(=O)(=O)N1CCOCC1,-9,-3,2,x,0,5,-8,0
O=C(Nc1ccccc1C(F)(F)F)c1cc(-c2ccco2)on1,2,1,3,x,-47,0,x,-38
CN(C)CCCNC(=O)c1ccc(CN(c2ccccc2)S(C)(=O)=O)cc1,-3,-2,2,-5,x,x,-9,x
O=C(OCc1ccccc1)C1CCN(S(=O)(=O)c2cccs2)CC1,21,1,-2,x,-8,-12,3,3
Cc1ccc2nc(-c3ccco3)c(Cc3cccc(Cl)c3)n2c1,12,6,1,x,-72,-7,13,-6
CCCCc1nnc(NC(=O)c2ccc(OCc3c(C)noc3C)cc2)s1,-1,x,x,0,4,17,x,4
CC1CCCC(C)N1CCCNC(=O)C(=O)Nc1ccc2nc3n(c(=O)c2c1)CCCCC3 (stereo not given),15,2,4,-3,-14,0,-22,1
COc1ccc(-c2nc(N)n[nH]2)cc1,-7,0,-3,18,x,x,-12,x
CC1C(=O)N2CCCc3cc(NS(C)(=O)=O)cc1c32 (stereo not given),0,7,0,-1,-13,5,-2,7
COc1ccc(NC(=O)C(=O)NNC(=O)c2cccs2)cc1,-2,-1,-1,-2,-37,1,0,-6
CN(C(=O)COC(=O)C1=COCCO1)C1(C#N)CCCCC1,0,0,5,-7,1,3,x,-7
Cc1cc(C)c(C(N)=O)c(Nc2cccc(Cl)c2C)n1,48,-2,4,39,x,-1,-17,7
COc1ccc(C2=NOC(C(=O)Nc3ccc(C(C)=O)cc3)C2)cc1OC (stereo not given),24,2,-1,-1,x,5,-2,-9
O=C(OCc1c(-c2ccccc2)ncc2ccccc12)c1ccco1,-4,-4,-6,-6,2,12,x,1
Cc1ccc(/C=N/c2sc3c(c2C#N)CCC3)o1,28,5,0,3,x,5,-2,-75
COC(=O)c1cc(OC)c(OC)cc1N=CC1=C(O)CC(C)(C)CC1=O,-13,29,4,0,x,21,-1,-20
COc1ccc(/C=N/Nc2nc(N3CCCC3)nc(N3CCCC3)n2)cc1,x,2,7,-3,33,-2,-3,1
COc1ccc(-c2cn(CC[C@H]3CC[C@@H](NS(=O)(=O)c4ccccc4C)[C@H](CO)O3)nn2)cc1,-2,1,2,-10,17,-15,16,9
CCCS(=O)(=O)n1nc(-c2ccc(Br)cc2)cc1N,x,0,-2,1,-14,x,-8,-9
CNC[C@@H]1OCc2cnnn2CCCC(=O)N([C@H](C)CO)C[C@H]1C,1&-9&-8,-2,-2,-3,-10&-3&0,35&7,4&0&5,10&39
COc1ccccc1CC(NC(C)=O)C(=O)NC1CCN(C(=O)NCc2ccccc2)CC1 (stereo not given),-4,x,x,-2,-5,-2,1,1
CCOc1ccc(CCNS(=O)(=O)c2c(C)n[nH]c2C)cc1OCC,-20,1,-3,-5,x,10,11,-11
CCCCC1=CC2=CC(=O)C(C)(OC(=O)C3CCCC3)C(=O)C2=CO1 (stereo not given),7,1,-3,-4,-1,x,3,x
COCc1nnc(NC(=O)CCCOc2ccccc2)s1,2,-1,3,-7,-13,x,-4,x

Already shown: four of the compounds above.
SMILES,C2C12 statin,Cneo AK release,PglD inh,ARNT TACC3 PPI,PAX8 reporter,INS-1E GSIS act,PGC1a acetyl inh,LGR2 antag
COc1ccc(/C=N/Nc2nc(N3CCCC3)nc(N3CCCC3)n2)cc1,x,2,7,-3,33,-2,-3,1
COc1ccc(-c2cn(CC[C@H]3CC[C@@H](NS(=O)(=O)c4ccccc4C)[C@H](CO)O3)nn2)cc1,-2,1,2,-10,17,-15,16,9
CCCS(=O)(=O)n1nc(-c2ccc(Br)cc2)cc1N,x,0,-2,1,-14,x,-8,-9
CNC[C@@H]1OCc2cnnn2CCCC(=O)N([C@H](C)CO)C[C@H]1C,1&-9&-8,-2,-2,-3,-10&-3&0,35&7,4&0&5,10&39

Following part.
SMILES,C2C12 statin,Cneo AK release,PglD inh,ARNT TACC3 PPI,PAX8 reporter,INS-1E GSIS act,PGC1a acetyl inh,LGR2 antag
COc1ccc(S(=O)(=O)NNC(=O)c2cc3c4ccccc4n(C)c3s2)cc1,-2,4,1,-2,1,39,-6,x
O=C(C[C@H]1C[C@H]2c3cc(NC(=O)C4CCOCC4)ccc3O[C@H]2[C@@H](CO)O1)NCc1ccccn1,-1,1,2,-3,-11,19,3,6
NC(=O)C1CCCN(C(=O)c2ccc3nc(Cc4cccc(Cl)c4)oc3c2)C1 (stereo not given),10,1,-3,1,-2,-15,x,2
CCCCS(=O)(=O)/C=C/[C@H]1[C@H](S(=O)(=O)CCCC)[C@H]2C=C[C@@H]1C2,x,-2,3,0,34,x,3,x
CC(C)NC(=O)N(C)C[C@H]1Oc2ccc(NC(=O)Nc3ccc4c(c3)OCO4)cc2CC(=O)N([C@H](C)CO)C[C@@H]1C,5,-2,2,-3,x,6,-4,-10
Cc1noc(C)c1S(=O)(=O)Nc1ccc2c(c1)C(=O)N([C@@H](C)CO)C[C@H](C)[C@@H](CN(C)Cc1ccncc1)OCCCC[C@@H](C)O2,x,0,-1,4,3,-1,22,-29
O=C(C[C@@H]1C[C@@H]2c3cc(NC(=O)C4CCC4)ccc3O[C@@H]2[C@H](CO)O1)NCc1ccccc1F,-6,2,2,-5,-6,-10,1,-5
CCc1nc(-c2cc3ccc(C)cc3[nH]c2=O)no1,2,1,0,-6,x,x,1,x
COCCNC(=S)Nc1cc2oc3ccccc3c2cc1OC,x,16,5,8,-14,20,-4,-12
Oc1c(C(c2ccc(F)cc2)N2CCc3ccccc3C2)sc2ncnn12 (stereo not given),8,-3,7,-1,16,-45,-16,6
O=C1O[C@@H](c2ccccc2)[C@@H](c2ccccc2)N2[C@@H](c3ccc(OCCO)cc3)[C@]3(C(=O)Nc4ccccc43)[C@@H](C(=O)N3CCN(c4ncccn4)CC3)[C@H]12,x,10,1,20,9,x,x,x
COc1ccc(S(=O)(=O)N[C@@H]2CC[C@@H](CCNC(=O)CN3CCOCC3)O[C@H]2CO)cc1,-1,2,5,0,-17,-4,3,-1
CCOC(=O)N1CCN(c2c(NCCN(C)Cc3ccccc3)c(=O)c2=O)CC1,2,-1,1,7,12,0,1,0
Cc1ccc(/C=N/Nc2nc3ccccc3[nH]2)s1,x,-9,-5,-3,-140,-39,-1,-84
CCOc1ccc(CN(C)C(=O)CNC(=O)c2cc(OC)c(OC)c(OC)c2)cc1,7,2,-1,-5,-2,-21,x,-20
C[C@H]1CN([C@@H](C)CO)C(=O)c2cc(C#CCc3ccccc3)cnc2O[C@H]1CN(C)CC1CC1,-4,x,x,x,x,0,-15,7
COc1cccc(-c2ccc3c(c2)[C@@H]2[C@@H](CCN2C(=O)Cc2ccccc2)[C@@H](CO)N3)c1,20,-4,8,-4,39,10,-29,1
COc1ccccc1N1CCN(C(=O)c2cc3c(s2)-c2ccccc2OC3)CC1,-1,0,2,3,12,x,-1,-9
N#C/C(=N/Nc1ccc([N+](=O)[O-])cc1)C(=N)N1CCCCC1,x,x,x,5,-139,-24,-3,-95
C[C@@H]1CN([C@@H](C)CO)C(=O)Cc2cc(NC(=O)Nc3cccc4ccccc34)ccc2O[C@H]1CN(C)C(=O)Nc1ccccc1,28,-1,0,-2,2,-16,-1,7
CCC(=O)N1C[C@H](C)[C@@H](OC)CN(C)C(=O)c2cc(NC(=O)COC)ccc2OC[C@H]1C,1,2,-1,-8,-18,8,3,-10
O=C(O)c1ccc(COc2ccc(CO)cc2Cl)cc1,-1,0,-1,1,x,x,9,x
COc1ccc(-c2nnc(SCC(=O)NC3CC3)o2)c(OC)c1,4,1,1,-2,-47,-3,-15,17
COc1ccc(OC)c(N(CC(=O)NCCSCc2ccco2)S(=O)(=O)c2ccc(OC)c(OC)c2)c1,-13,2,-2,-2,33,7,6,15
Cc1csc(C2=C(O)CN(c3ccc4c(c3)OCCOCCOCCOCCO4)C2=N)n1,-17,-2,5,-12,1,x,7,x
O=C(O)CN1CCNCCN(CC(=O)O)CCNCC1,x,x,x,-4,5,-10,5,18
Cc1ccccc1NC(=O)COC(=O)c1ccc2c(c1)C(=O)N(CCCN1CCOCC1)C2=O,26,-3,1,5,-9,10,3,4
C[C@@H]1CN([C@@H](C)CO)C(=O)c2cc(NC(=O)CCCN(C)C)ccc2O[C@@H](C)CCCCO[C@H]1CN(C)S(=O)(=O)c1cccs1,x,1,0,-3,x,8,-3,-3
COc1ccc(C)cc1NC(=O)CN1C(=O)C(=O)N(C2CCCC2)C1=O,18,-1,5,-1,1,18,2,-4
Cc1cc(Cl)ccc1NC(=S)NCc1ccc(F)cc1,18,93*,-5,0,18,-24,-20,-10
c1ccc(-c2cn(C[C@H]3CC[C@H](Cn4cc(-c5ccccn5)nn4)O3)nn2)nc1,12,1,6,72*,10,6,-5,12
N#C[C@H]1[C@@H](c2ccc(/C=C/c3ccccc3)cc2)[C@@H](CO)N1C(=O)Cc1ccccn1,-12,54,3,10,-7,-8,2,-3

An excerpt from above, limited to PglD inh, PGC1a acetyl inh and INS-1E GSIS act.
Structure	PglD inh	PGC1a acetyl inh	INS-1E GSIS act
O=C(O)CN1CCNCCN(CC(=O)O)CCNCC1	x	5	-10
c1ccc(-c2cn(C[C@H]3CC[C@H](Cn4cc(-c5ccccn5)nn4)O3)nn2)nc1	6	-5	6

More compounds follow:
SMILES,C2C12 statin,Cneo AK release,PglD inh,ARNT TACC3 PPI,PAX8 reporter,INS-1E GSIS act,PGC1a acetyl inh,LGR2 antag
CC(C)(C(=O)N1CCC1(C)C(=O)NS(=O)(=O)c1ccc(Cl)s1)c1ccccc1 (stereo not given),1,0,1,x,-6,x,3,-1
O=C(Nc1ccc(-c2cnco2)cc1)c1ccc(Cl)cc1,-9,2,-3,x,-46,-1,0,-72
CN1C/C(=C/c2ccncc2)C(=O)/C(=C/c2ccncc2)C1,-4,-4,-1,-5,-18,10,-5,1
CCn1cnc2cc(NCc3ccc(OC)cc3)ccc21,-16,1,-1,-1,x,0,-10,-22
COc1ccccc1NC(=O)Nc1nnc(C(C)c2ccccc2)s1 (stereo not given),19,2,-3,-6,-13,5,-7,4
CCOc1ccc(CCNC(=O)Cn2ncn3nc(-c4ccc(OC)cc4)cc3c2=O)cc1,2,0,3,0,13,35,5,-2
Cc1ccc(NC(=O)c2ccc(=O)n(CC(=O)Nc3c(C)cc(C)cc3C)n2)cc1,13,-4,2,x,25,25,-11,7
CCOCCCNC(=O)C1(O)c2cc(Br)ccc2NC(=O)N1c1ccc(CC)cc1 (stereo not given),-6,-1,-2,-8,5,-11,x,5
